Assay outcomes as filed in PubChem BioAssay.
PP1 inh = PP1-alpha phosphatase inhibitors, primary screen, counter-screen for PP5 inhibitor project, biochemical, fluorescence, OMFP substrate, single point. purified PP1alpha. inhibition, % at 6.7 µM. hit rate 0.9% among 320,000. AID 2235, 2010;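 active = inhibition above the mean inhibition of all tested compounds plus 3 SD, computed separately for each screening campaign, cut at about 15% in these data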
procasp3 activ = activators of human procaspase-3 D3A mutant, primary screen, biochemical, absorbance, PC-3 D3A mutant, single concentration; Caspase-3 (Homo sapiens), P42574; hit rate 0.11% among 330,000; activation, % at 8.5 µM; recombinant procaspase-3 D3A, Ac-DEVD-pNA absorbance 405 nm;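 active = activation above the mean of all tested compounds plus 3 SD, cut at about 21% in these data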;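 note: 0% = DMSO alone and 100% = DMSO wells spiked with extra 5 µM PC-3 D3A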
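Assay system: Autoprocessing-dead procaspase-3 D3A mutant enzyme; also added: Ac-DEVD-pNA; doses: one concentration, 8.5 µM nominal, 0.8% DMSO; times: 1 h compound preincubation, 2 h substrate hydrolysis at 25 °C; technique: 405 nm absorbance of p-nitroaniline, reads at 0 and 120 min; measure: % activation between DMSO and enzyme-spiked controls; repeats: single replicate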
PAFAH2 FP inh = PAFAH2 enzyme inhibitors, primary screen, biochemical, fluorescence polarization, human. AID 492956, 2010. Platelet-activating factor acetylhydrolase 2, cytoplasmic (Homo sapiens), Q99487. inhibition, % at 3.39 µM. recombinant PAFAH2, FP-rhodamine activity probe. hit rate 0.99% among 340,000;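 active = inhibition above the mean over all tested compounds plus 3 SD, cut at about 30% in these data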;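 note: inhibitors block probe labeling of enzyme so polarization drops; 0% = enzyme with DMSO and 100% = wells lacking PAFAH2 protein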
Fh CTSL1 inh = Fasciola hepatica cathepsin L1 inhibitors, primary screen, counter-screen for PFM18AAP inhibitor project, biochemical, QFRET, fluorogenic peptide substrate; recombinant F. hepatica cathepsin L1, Z-Leu-Arg-MCA fluorescence; AID 1906, 2009; hit rate 0.49% among 300,000; inhibition, % at 5.96 µM;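 active = inhibition above the mean of all tested compounds plus 3 SD, set per screening campaign, cut at about 17% in these data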;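 note: 0% = plate median of test compound wells and 100% = 1 µM Z-Phe-Ala-diazomethylketone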
HCV core dimer = inhibitors of HCV core protein dimerization, primary screen, biochemical, TR-FRET, high-throughput | TR-FRET GST/Flag-core106 dimerization, 1536-well | inhibition, % at 5 µM | hit rate 0.33% among 300,000;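 active = inhibition above the mean of all tested compounds plus 3 SD, set per screening campaign, cut at about 45% in these data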
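test system = GST/Flag-tagged HCV core106 proteins | probe or stimulus = Eu donor and XL665 acceptor anti-tag antibodies | times = compound-protein-antibody incubation 4 h at 22.5 °C | signal = TR-FRET, excitation 340 nm, emission 617 and 671 nm | measure = percent inhibition of core106 dimerization signal | controls = wells lacking GST-core106 and wells with excess unlabelled core106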
proCasp7 act = procaspase-7 activators, primary screen, counter-screen for procaspase-3 activator project, biochemical, absorbance, HTS, human; hit rate 0.093% among 330,000; recombinant procaspase-7, Ac-DEVD-pNA absorbance 405 nm; D23A/D198A/D206A triple mutant, cannot self-cleave; scale: DMSO 0, 5 µM enzyme 100; Caspase-7 (Homo sapiens), P55210; AID 463210, 2010; activation, % at 8.5 µM;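 active = percent activation above the screen-wide mean plus 3 SD, cut at about 25% in these data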
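buffer or medium = Zinc-free HEPES/NaCl buffer, pH 7.4 | material = Procaspase-7 triple mutant (PC-7 D3A) | input = 2 µM procaspase-7 mutant as dispensed | signal = Epi-absorbance of released pNA at 405 nm, two timepoints | timing = 1 h preincubation, 2 h reaction | replicates = singlicate compound testing | evaluation = % activation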
PP5 primary = PP5 phosphatase inhibitors, primary screen, biochemical, fluorescence; purified PP5c, OMFP substrate fluorescence; inhibition, % at 6.7 µM; hit rate 0.18% among 320,000; AID 1987, 2009; Serine/threonine-protein phosphatase 5 (Homo sapiens), P53041;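 active = inhibition above the campaign's mean inhibition across all tested compounds plus 3 SD, cut at about 9.5% in these data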;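 note: 0% = DMSO only and 100% = 100 µM cantharidin control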
TPT1 inhibitor = Candida albicans TPT1 enzyme inhibitors, primary screen, biochemical, fluorescence polarization; hit rate 0.81% among 300,000; inhibition, % at 5 µM; tRNA 2'-phosphotransferase TPT1 (Candida albicans SC5314); recombinant caTPT1, FP RNA substrate dephosphorylation; AID 1962, 2009;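 active = inhibition above the mean of all tested compounds plus 3 SD, set per screening campaign, cut at about 24% in these data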;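 note: plate controls were DMSO alone for no effect and ferristatin control at 100 nM for full effect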
AHR act = AHR activators, primary screen, cell-based, luminescence, luciferase reporter, human. hit rate 2.5% among 320,000. AHR-responsive luciferase reporter cells. Aryl hydrocarbon receptor (Homo sapiens), P35869. activation, % at 5 µM; in the data active = activation above about 47%;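 note: 0% = vehicle wells and 100% = reference agonist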
Target sequence (P35869 whole entry, looked up): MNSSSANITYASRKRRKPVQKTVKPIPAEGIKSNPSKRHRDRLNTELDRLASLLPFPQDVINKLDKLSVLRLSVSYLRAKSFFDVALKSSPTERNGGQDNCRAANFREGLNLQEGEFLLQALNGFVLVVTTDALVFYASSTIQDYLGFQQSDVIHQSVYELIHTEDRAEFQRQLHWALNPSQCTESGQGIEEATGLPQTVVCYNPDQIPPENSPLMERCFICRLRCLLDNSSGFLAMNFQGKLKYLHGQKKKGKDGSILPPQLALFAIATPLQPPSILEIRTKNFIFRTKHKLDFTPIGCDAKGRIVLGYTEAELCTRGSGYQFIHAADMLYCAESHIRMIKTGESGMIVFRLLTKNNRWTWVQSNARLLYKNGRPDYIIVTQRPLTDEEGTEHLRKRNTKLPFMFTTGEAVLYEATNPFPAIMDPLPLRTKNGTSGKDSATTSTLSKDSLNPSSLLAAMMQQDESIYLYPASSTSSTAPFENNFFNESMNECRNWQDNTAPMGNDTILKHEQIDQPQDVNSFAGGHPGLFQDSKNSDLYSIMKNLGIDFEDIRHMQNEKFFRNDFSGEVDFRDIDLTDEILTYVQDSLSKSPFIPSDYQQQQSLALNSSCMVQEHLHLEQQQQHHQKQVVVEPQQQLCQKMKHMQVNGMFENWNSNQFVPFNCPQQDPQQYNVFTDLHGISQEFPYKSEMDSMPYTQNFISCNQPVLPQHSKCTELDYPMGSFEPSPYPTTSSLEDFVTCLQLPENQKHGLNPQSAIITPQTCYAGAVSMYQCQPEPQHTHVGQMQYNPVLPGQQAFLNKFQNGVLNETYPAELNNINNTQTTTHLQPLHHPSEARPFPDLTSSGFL
Numbers without * were called inactive; . = not tested or not shown; & = joins results of further samples.

The first 3 entries as a preview:
Results follow in this order: TPT1 inhibitor, HCV core dimer, PP5 primary, AHR act, PAFAH2 FP inh, PP1 inh, proCasp7 act, procasp3 activ, Fh CTSL1 inh
O=C(Nc1ccccc1)Oc1ccc[nH]c1=O
→ -1, 1, -2.0, 5, -2, -4, -3, -1, 12
O/N=C/c1cc(Cl)ccc1OCc1ccccc1Cl
→ 3, 1, -0.7, 106*, -1, 3, -4, -3, 1
COc1ccc(/C=N/NC(=S)Nc2cccc(C(=O)O)c2)cc1
→ -4, 2, -3.2, -3, -2, 4, -19, 3, 8

This part in full (from the top)
Results follow in this order: TPT1 inhibitor, HCV core dimer, PP5 primary, AHR act, PAFAH2 FP inh, PP1 inh, proCasp7 act, procasp3 activ, Fh CTSL1 inh
O=C(Nc1ccccc1)Oc1ccc[nH]c1=O
→ -1, 1, -2.0, 5, -2, -4, -3, -1, 12
O/N=C/c1cc(Cl)ccc1OCc1ccccc1Cl
→ 3, 1, -0.7, 106*, -1, 3, -4, -3, 1
COc1ccc(/C=N/NC(=S)Nc2cccc(C(=O)O)c2)cc1
→ -4, 2, -3.2, -3, -2, 4, -19, 3, 8
NS(=O)(=O)c1ccc(NC2(C(=O)O)CCCC2)cc1
→ -3, 4, 1.1, 7, 5, 0, 3, -2, 1
Cc1ccc(S(=O)(=O)NCCN2CCOCC2)cc1
→ -3, -8, -1.5, -1, 14, -1, 7, 6, 5
CCOC(=O)Cc1c[nH]c2ccccc12
→ -1, -6, 2.8, 15, 5, 2, 1, 3, -3
O=C(O)C1CC1C(=O)Nc1nc2c(Cl)cccc2s1 (stereo not given)
→ 2, -5, -0.4, 5, 2, -1, 9, 6, -3
CCOc1ccccc1CN1CCNC(=O)C1CC(=O)N(C)C1CCOCC1 (stereo not given)
→ -4, 5, 1.6, 2, 1, 5, -4, 3, 1
O=C(NCc1ccco1)c1ccc(Cn2c(=S)[nH]c3ccccc3c2=O)cc1
→ -1, 15, -1.2, 3, -3, 2, -7, 8, 1
c1ccc2c(c1)NCC1CCCN21 (stereo not given)
→ 10, -23, 3.1, 12, 9, 6, -2, -17, -10
COc1ccc(C(=O)NCC(C)(C)CNC(=O)c2ccc(OC)c(OC)c2)cc1OC
→ 1, 3, -1.2, 5, -3, -3, 7, -10, 0
Cc1nnc(SCC(=O)NC2CCCC2)s1
→ 1, 8, 0.0, 1, 7, 1, 2, -7, 11
COc1ccc(-n2ccnc2SCC(=O)NCc2ccccc2)c(OC)c1
→ 0, 6, 0.2, 2, -5, -2, -1, 0, 2
CC(NC(=O)CN1CCN(c2cccc(Cl)c2)CC1)c1ccccc1 (stereo not given)
→ 1, 6, 5.7, 3, 6, -1, -7, -7, -5
Cc1cc(C)n2nc(CC(=O)NNC(=O)COc3ccccc3)nc2n1
→ -1, 2, 3.4, 0, 4, 1, 9, 2, -1
COc1cc([N+](=O)[O-])ccc1NC(=O)NNC(=O)c1sccc1C
→ -1, -5, 0.4, 6, 0, -4, 2, -3, 4
COc1ccc(-c2cc(C(=O)N3CCCC3)no2)cc1OC
→ -1, 2, 1.9, 6, -4, -3, 9, -2, -1
O=C(NC(=S)Nc1ccc2c(c1)OCO2)c1ccc(Cl)cc1
→ 0, 5, -0.3, 53*, -3, 4, -23, -10, -3
Cc1nc(N)[nH]c(=O)c1CC(=O)OCCCl
→ -3, -1, 0.9, 0, 0, 2, 2, -1, -2
OC(COc1ccc(-c2ccccc2)cc1)CN1CCOCC1 (stereo not given)
→ -2, -5, -0.5, 0, ., -1, 12, 1, -1
O=C(Nc1cccc2nsnc12)c1cccs1
→ 0&0, -1&8, 3.7&2.4, 5&43, -5&-14, -2&4, -2&-32, 3&-26, 3&1
COc1ccccc1N1CCN(S(=O)(=O)c2ccc(Cl)cc2)CC1
→ -1, 8, 1.6, 2, -4, 1, 2, 9, -4
O=C(O)c1ccc(-c2ccc(/C=N/Nc3ccc([N+](=O)[O-])cc3)o2)cc1
→ 130*, 23, 2.5, 14, 10, 3, -2, -9, 9
Cc1cccc(NC(=O)C2CCN(S(=O)(=O)c3cccc4nonc34)CC2)c1
→ 2, -4, 2.8, 11, 9, 0, 2, 11, 2
COCCn1c(=S)[nH]c2cc(C(=O)N3CCN(c4ccccc4OC)CC3)ccc2c1=O
→ -3, -4, 1.9, 1, 13, -1, 5, -10, 3
Cc1ccc(Nc2c(-c3ccc(N4CCOCC4)cc3)nc3cnccn23)cc1
→ -2, -5, -0.6, 26, 0, 63*, -2, -4, 2
COc1cc(C2=NOC(C(=O)NCc3ccccn3)C2)cc(OC)c1OC (stereo not given)
→ 2, -5, 4.1, 0, 4, -1, 7, 4, 0
CN(C)S(=O)(=O)N1CCN(c2ccc([N+](=O)[O-])c(N3CCOCC3)c2)CC1
→ -2, 4, 1.1, 13, 0, -3, -1, -12, 4
O=C(OCCc1cc2ccccc2c(=O)o1)c1ccc2c(c1)OCO2
→ ., ., 1.3, 7, 8, -3, -3, 7, .
COc1cc(Cl)c(CN2CCCC(CO)(Cc3ccccc3F)C2)cc1OC (stereo not given)
→ 1, 11, -0.2, -1, -4, 2, -3, 12, -2
COCc1nnc(NC(=O)c2ccc3c(c2)OCO3)s1
→ -1, 1, 0.4, 50*, -3, -4, -7, 0, 3
COc1cccc(CN2CCN(Cc3cccc4c3OCO4)CC2CCO)c1 (stereo not given)
→ -2, -4, -1.2, 0, 4, -2, 0, 7, 0
COc1ccc(S(=O)(=O)NNC(=O)c2cccs2)cc1
→ 1, 0, -1.2, 3, 0, -6, 14, 7, -2
CC(=O)C(Sc1nc(N2CCOCC2)nc(N2CCOCC2)n1)C(=O)Nc1ccccc1 (stereo not given)
→ -7, -3, 1.9, 0, -9, -2, -7, -11, 3
Cc1ccccc1C(=O)N1CCC(C(=O)OCc2ccccn2)CC1
→ ., ., ., 0, 9, ., 5, -1, .
CC(=O)Nc1ccc(Oc2cncc(Cl)c2)nc1
→ -4, -4, 0.6, 6, 8, 0, 5, 12, 1
O=C(COC(=O)CNC(=O)c1ccccc1)NCCCc1ccccc1
→ ., ., ., 0, 4, ., 12, 5, .
CC(C)(C)NC(=O)N1CCn2cccc2C1c1ccccc1F (stereo not given)
→ 0, 1, 1.2, 1, -5, -2, 0, 0, 6
CCN(CC)C(=O)CSc1nnnn1-c1ccc(F)c(Cl)c1
→ -3, -5, 3.0, 0, -1, 1, 3, 6, 1
CCSc1nnc(-c2ccccc2NC(=O)CC)c(=O)[nH]1
→ 2, -2, 0.3, 4, 3, -3, 11, -4, 1
O=C(c1c[nH]c(C(=O)C(Cl)(Cl)Cl)c1)c1ccc(F)cc1Cl
→ -1, -1, 1.2, -1, 12, -3, 11, 2, 2
N#Cc1c(N2CCCCC2)nc(N)c2c(N)nc3c(c12)CC(CCl)O3 (stereo not given)
→ 5, -2, 2.2, 2, -2, 2, 1, -6, -4
Cc1ccc(S(=O)(=O)NCc2nnc(SCC(=O)Nc3cccc(C)c3C)n2C)cc1
→ -2, -4, -0.2, 9, -3, 1, -1, -3, 0
c1ccc(CSCc2cn3ccsc3n2)cc1
→ -1, -3, 3.0, 1, -1, -2, -12, 3, -4
CSc1nccc(Nc2ccccc2)c1C#N
→ -3, 6, -1.8, -8, 4, 1, 2, -1, 0
COc1ccccc1N1CC(C(=O)Nc2nnc(SCc3ccccn3)s2)CC1=O (stereo not given)
→ -4, 4, 0.7, -1, 0, -1, 6, 2, -3
CCOc1cccc(C2C(C#N)=C(N)Oc3cc(C)n(Cc4ccccn4)c(=O)c32)c1OCC (stereo not given)
→ 4, 5, 3.8, 4, -6, -1, 9, -7, -1
COc1cc2c(cc1OC)C(c1ccc(-c3ccc(Cl)cc3Cl)o1)=NCC2
→ 4, -11, 3.6, 35, -10, 6, -8, -5, 1
Cc1ccc(C(=O)NCCSCc2ccccc2)cc1[N+](=O)[O-]
→ -5, -15, 2.3, -1, -1, -1, 5, 13, 3
CCC(=O)N/N=C(\C)CC(=O)Nc1ccccc1-c1ccccc1
→ 0, 7, 1.6, 15, -8, 2, 1, -8, -3
COc1ccc(-c2oc(=O)n(C)c2-c2ccc(OC)cc2)cc1
→ 4, -4, 1.1, -3, 2, 3, 0, 2, 5
C[C@H](CO)N1C[C@H](C)[C@@H](CN(C)S(=O)(=O)c2cccs2)Oc2ccc(NC(=O)CCC(F)(F)F)cc2C1=O
→ ., ., ., 2, 11, ., -2, 4, .
CCCNC(=O)CSc1nc2[nH]ncc2c(=O)[nH]1
→ 4, -9, 1.6, 2, 2, -4, 0, -3, -6
Cc1ccc(C2OCC3(CO)COC(c4ccc(C)cc4)N23)cc1 (stereo not given)
→ 1, -2, 2.7, 1, 3, 0, 1, 1, 5
Nc1ncnc2c1ncn2[C@@H]1O[C@H](CNCC#Cc2ccccc2)[C@@H](O)[C@H]1O
→ ., ., ., 2, -4, ., -6, 1, .
COc1ccc(C(=O)Nc2ccc(Cl)cc2C(=O)NCCN2CCOCC2)cc1
→ 0, -4, -2.0, 10, 18, -3, 0, 4, 8
COc1ccccc1NC(=O)c1ccc(NC(=O)CSc2n[nH]c(N)n2)cc1
→ -2, 6, -3.5, 21, -7, -3, 1, 2, 0
COc1ccc(NC(=S)NC(=O)/C=C/c2cccs2)cc1
→ -1, 10, 2.5, 3, 1, -1, 0, -9, 1

Reprinted at random: 3 compounds from above, in no set order.
Results follow in this order: TPT1 inhibitor, HCV core dimer, PP5 primary, AHR act, PAFAH2 FP inh, PP1 inh, proCasp7 act, procasp3 activ, Fh CTSL1 inh
O=C(NCc1ccco1)c1ccc(Cn2c(=S)[nH]c3ccccc3c2=O)cc1
→ -1, 15, -1.2, 3, -3, 2, -7, 8, 1
COc1ccc(-n2ccnc2SCC(=O)NCc2ccccc2)c(OC)c1
→ 0, 6, 0.2, 2, -5, -2, -1, 0, 2
CC(=O)C(Sc1nc(N2CCOCC2)nc(N2CCOCC2)n1)C(=O)Nc1ccccc1 (stereo not given)
→ -7, -3, 1.9, 0, -9, -2, -7, -11, 3
